Source: PubChem
TRPML3 agonist: agonists of human TRPML3 channel; Q8TDD5; HEK293 TRPML3-YFP, Fluo-8 calcium fluorescence; 100% = the carbachol control signal; activation, % at 3 µM; 220,000 tested, 0.29% active;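 active = activation above its plate's cutoff, the mean activation of the plate's test wells plus 3 SD, cut at about 12% in these data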;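 also: 0% = DMSO only wells and 100% = carbachol wells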
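Test system: HEK293 cells stably carrying human TRPML3-YFP; Doses: single dose, 3 µM final nominal compound, 0.3% DMSO final; Schedule: dye loading 1 h 37 °C then 30 min ambient, 125 s read; Technique: Fluo-8 calcium fluorescence; Benchmarks: high control carbachol 87 µM, low control DMSO.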
PPC-1+TRAIL kill: PPC-1 cancer cell killing with TRAIL present; PPC-1 cells + TRAIL, ATPLite viability luminescence; cell killing (% activity), % at 4 µM; 220,000 tested, 0.41% active; AID 1443;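 active = cell killing above 50% in the first pass at 4 µM, then a duplicate retest at 5 µM averaging 50% or more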;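 also: plate controls were cells with TRAIL plus DMSO for no effect and medium-only wells lacking cells for full effect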
Tb hexokinase: T. brucei hexokinase 1 inhibition; recombinant TbHK1, G6PDH-coupled NADH A340; inhibition, % at 10 µM; 220,000 tested, 0.11% active;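 active = inhibition of 50% or more in the single-dose primary screen; inactive = inhibition below 50%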
m-calpain inh: calpain II (pig) inhibition; inhibition, % at 16 µM; purified calpain II, fluorogenic peptide substrate, 30 min; 220,000 tested, 0.37% active; AID 1236;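 active = inhibition above about 50%, limit read from the data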
TRPN1 ag: zebrafish TRPN1 (NompC) channel agonism. HEK293 zebrafish TRPN1-YFP, Fluo-8 calcium fluorescence; 100% = response to 87 µM carbachol. activation, % at 3 µM. 220,000 tested, 0.18% active. AID 1424;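 active = activation above its plate's cutoff, the mean activation of test wells on that plate plus 3 SD, cut at about 19% in these data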;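 also: 0% = DMSO alone and 100% = 87 µM carbachol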
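Material: zebrafish TRPN1-YFP in HEK293 cells. Doses: one dose of 3 µM, 0.3% DMSO. Incubation: dye 1 h 37 °C plus 30 min RT. Measured by: intracellular calcium fluorescence with Fluo-8.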
Furin inhibitor: human furin inhibition; P09958; purified furin, fluorogenic substrate cleavage; inhibition, % at 30 µM; 220,000 tested, 0.061% active; in the data active = inhibition above about 25%; also: inactives centre near -15
KCC2 mod: modulates chloride dependent transport by human KCC2; B-score of Tl+ flux slope (higher = more flux/activation; lower = inhibition) at 10 µM; 190,000 tested, 2.2% active; AID 1456; KCC2 cells, thallium flux FluoZin-2 fluorescence; Q9H2X9;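 active = thallium flux slope and its plate-corrected score both differing from the plate sample mean at a set confidence after two filtering rounds, in either direction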;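 also: slope of fluorescence scaled to starting intensity during 10 to 20 s after thallium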
Target sequence (Q9H2X9 whole entry, looked up): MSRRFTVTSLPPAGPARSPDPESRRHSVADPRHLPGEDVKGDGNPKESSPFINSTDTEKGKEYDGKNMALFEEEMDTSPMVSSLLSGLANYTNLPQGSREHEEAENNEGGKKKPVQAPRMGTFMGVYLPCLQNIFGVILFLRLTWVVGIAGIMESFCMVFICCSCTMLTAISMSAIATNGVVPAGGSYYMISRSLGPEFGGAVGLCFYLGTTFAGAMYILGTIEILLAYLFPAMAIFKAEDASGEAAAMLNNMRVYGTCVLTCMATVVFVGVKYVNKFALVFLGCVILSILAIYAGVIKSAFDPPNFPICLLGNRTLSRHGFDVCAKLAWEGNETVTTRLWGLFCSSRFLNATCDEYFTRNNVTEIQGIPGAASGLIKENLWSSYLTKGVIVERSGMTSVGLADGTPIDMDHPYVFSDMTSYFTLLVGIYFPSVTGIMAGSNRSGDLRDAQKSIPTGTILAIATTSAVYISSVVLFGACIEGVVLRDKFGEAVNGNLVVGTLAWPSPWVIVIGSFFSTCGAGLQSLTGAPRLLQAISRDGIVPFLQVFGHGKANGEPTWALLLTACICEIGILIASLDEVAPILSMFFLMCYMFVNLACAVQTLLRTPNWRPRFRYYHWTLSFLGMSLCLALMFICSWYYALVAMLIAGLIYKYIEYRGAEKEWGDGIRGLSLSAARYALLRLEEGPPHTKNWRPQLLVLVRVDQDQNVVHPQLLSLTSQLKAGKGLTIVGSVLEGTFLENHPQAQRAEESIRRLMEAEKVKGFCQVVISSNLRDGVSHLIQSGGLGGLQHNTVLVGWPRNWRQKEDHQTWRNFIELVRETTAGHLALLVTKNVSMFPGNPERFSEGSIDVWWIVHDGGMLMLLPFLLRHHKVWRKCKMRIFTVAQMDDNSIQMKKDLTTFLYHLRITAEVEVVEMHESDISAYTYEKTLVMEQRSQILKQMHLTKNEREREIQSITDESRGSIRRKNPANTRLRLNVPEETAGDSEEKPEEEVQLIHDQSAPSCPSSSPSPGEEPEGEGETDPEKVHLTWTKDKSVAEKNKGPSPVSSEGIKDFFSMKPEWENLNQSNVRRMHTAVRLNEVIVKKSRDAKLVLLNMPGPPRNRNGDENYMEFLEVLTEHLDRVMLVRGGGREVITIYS
EBV gp42 inh: blocks Epstein-Barr virus glycoprotein 42 binding | inhibition, % (tested at 21.74 µM) | Q1HVG2 | Fluorescence polarization binding assay, mP read-out | 220,000 tested, 0.42% active; in the data active = inhibition above about 50%
thrombin 1536: inhibitors of human thrombin | inhibition, % at 5 µM | 220,000 tested, 0.26% active | AID 1046 | P00734 | alpha-thrombin, Boc-VPR-AMC fluorogenic substrate cleavage;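 active = inhibition at or above 40%; inactive = inhibition below 40%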;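 also: 0% = enzyme with no compound and 100% = wells without enzyme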
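Test system: human alpha-thrombin; medium: pH 7.5 Tris-saline with Tween 20; times: reaction at room temperature; signal: AMC fluorescence at 355 nm excitation and 460 nm emission; also added: Boc-VPR-AMC substrate, 15 µM final; dosing: one concentration per compound, 5 µM, with 0.2% DMSO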
The depositor's hits bear a star; i = inactive; x = not tested or not shown; [ ] = remark or other dose.

SMILES	TRPML3 agonist	PPC-1+TRAIL kill	Tb hexokinase	m-calpain inh	TRPN1 ag	Furin inhibitor	KCC2 mod	EBV gp42 inh	thrombin 1536
O=C(CNC(=O)c1cccs1)OCC(=O)c1ccc(Br)cc1	0.5	12	2	30	-0.9	-16	x	-23	-3
O=S(=O)(Nc1cccc2c1CCCC2)c1ccc(Cl)cc1	-0.5	7	10	13	-1.3	-20	-0.54	-6	-5
CC1(C)SC(=S)N(/N=C/c2ccc(O)cc2)C1N(O)C(=O)Nc1ccc([N+](=O)[O-])cc1 (stereo not drawn)	0.3	1	-43	-25	1.8	-14[20 µM]	0.016	3	-15
Cc1cc(C(=O)CSc2cccc[n+]2[O-])c(C)n1-c1ccccc1	0.8	38	-4	1	-0.1	-18	0.6	5	1
COc1cc(C(=O)Nc2ccc(C(N)=O)cc2)c([N+](=O)[O-])cc1OC	0.6	6	-10	10	0.7	-9	-0.22	10	-8
Cn1c(-c2ccc(F)cc2)cnc1NCc1cc2c(cc1[N+](=O)[O-])OCO2	0.9	6	9	-2	-0.4	0	-0.34	6	1
Cc1nonc1C1CCCN1Cc1cn[nH]c1-c1ccc(-c2ccccc2)cc1 (stereo not drawn)	0.3	9	-8	11	0.2	-30	0.066	-12	-8
COc1ccc(C)cc1NC(=O)COC(=O)c1ccc(OCc2ccc(Cl)cc2Cl)c(OC)c1	0.2	18	27	18	-1.6	-17	-1.3	-7	-3
CCCOc1cc(C)c(S(=O)(=O)N2CCN(C)CC2)cc1C	0.0	33	0	2	-1.0	3[20 µM]	x	-28	-5
COc1ccccc1CNC(=O)C1CC(c2cccc([N+](=O)[O-])c2)=NO1 (stereo not drawn)	0.8	5	5	-10	-1.3	1[20 µM]	-0.95	-4	0
COc1ccc(/C=C/c2cc(C(=O)O)c3ccccc3n2)cc1	1.0	96*[5 µM]	-59	-177	1.1	6	-1.9	-7	-7
O=C(O)c1cccc(NC(=O)c2ccc3c(c2)C(=O)N(Cc2ccco2)C3=O)c1	-0.3	5	-9	-33	0.9	-26	x	-6	-5
CCOC(CC(=O)NNC(=O)c1c(-c2ccccc2Cl)noc1C)OCC	1.0	0	-6	12	-0.8	-26	1.3	-9	-4
COc1cc(/C=N/NC(=Nc2ccc(C)cc2)c2nc3ccccc3s2)ccc1O	0.3	-2	-31	-270	0.1	-4[20 µM]	-1.1	11	1
COc1cc2c(cc1OC)CN(C(=O)c1cc(S(=O)(=O)N3CCOCC3)ccc1Cl)CC2	0.1	0	-2	17	0.4	-31	0.091	-8	4
COc1ccccc1Cn1c(=S)[nH]c2cc(C(=O)NCc3cccnc3)ccc2c1=O	0.8	11	-2	15	1.6	-27	0.019	-14	-11
CCCCc1nc2ccccc2c(NC(=O)CNC(C)(C)C)c1CCC	0.3	8	-2	8	-0.9	-14[20 µM]	-0.47	-5	42*
COc1ccc(-c2cc(-c3ccccc3)c(C#N)c(=S)[nH]2)cc1	0.6	-6	-9	-5	-0.1	-9	3.2	-10	4
O=C(COc1ccccc1)NNC(=S)NC(=O)c1ccc(Cl)cc1Cl	0.8	-9	4	-51	0.1	-21[20 µM]	22*	0	-2
CCN(CC)CCSc1nnc2c3ccccc3n(Cc3ccccc3)c2n1	0.9	26	-27	-8	1.2	-16	-0.097	-13	-3
O=C(NC(=S)Nc1ccc(C(=O)N2CCOCC2)cc1)c1ccc([N+](=O)[O-])cc1	1.0	19	-1	12	0.8	-4[20 µM]	x	-16	-3
COC(=O)c1sc(-c2ccc(C(C)(C)C)cc2)cc1NC(=O)c1ccccc1C(=O)O	0.2	13	-8	9	-0.6	-14	-1.7	9	0
CC(=O)Nc1ccc(NS(=O)(=O)c2cc(Cl)ccc2Cl)cc1	0.1	9	-4	23	-0.1	-14	-0.88	-8	5
COc1cc(C(=O)Nc2cccc(C)c2C)c(Br)c(OC)c1OC	0.1	-1	1	0	0.4	-19	-1.7	1	3
O=C(NNC(=O)c1ccc(Cl)cc1Cl)c1ccncc1	-0.1	-4	-11	18	-0.4	-16	0.15	-17	-9
Carrying on.
SMILES	TRPML3 agonist	PPC-1+TRAIL kill	Tb hexokinase	m-calpain inh	TRPN1 ag	Furin inhibitor	KCC2 mod	EBV gp42 inh	thrombin 1536
CCOCC(=O)Nc1nc2ccc(C)cc2s1	-0.5	9	2	11	0.6	-16[20 µM]	-0.19	-5	-5
CCOc1cc(S(=O)(=O)NCc2ccccc2)ccc1F	-0.1	6[5 µM]	10	-43	0.2	7[20 µM]	x	-1	-11
CCCOc1ccc(S(=O)(=O)N2CCOCC2)cc1[N+](=O)[O-]	0.1	x	8	12	-0.8	-7	-0.21	4	-11
CS(=O)(=O)N(Cc1ccc(C(=O)NN=C2CCCCCC2)cc1)c1ccccc1	0.6	2	3	-9	-0.5	-30	-0.27	0	6
O=C(O)c1cc(-c2c[nH]c3ccccc23)nc2cc3ccccc3cc12	1.1	22	-32	-80	0.5	-12	i	-14	-2
CCCc1nc2n[nH]c(N)c2c2c1CCC2	0.5	4	-6	38	2.0	-11	-0.74	-4	3
Cc1cc(C)c2[nH]c(=O)c(C(c3nnnn3C(C)(C)C)N3CCN(C(=O)c4ccco4)CC3)cc2c1 (stereo not drawn)	-0.5	18	-12	-79	-0.3	-26	0.13	-7	-2
Cc1ccc(NC(=O)CN2C(=O)S/C(=C\c3ccc(-c4cccc(C(=O)O)c4C)o3)C2=O)cc1	0.8	12	19	-65	0.0	-7[20 µM]	-1.5	-38	-2
NC1=NC(=O)C2(COC(c3ccncc3)OC2)S1 (stereo not drawn)	0.5	-3	-2	-6	0.2	-23	0.46	-11	1
O=C(Nc1nccs1)c1cn2ccccc2n1	0.9	61*[5 µM]	-18	8	1.0	2	0.43	-11	3
CCOC(=O)C1Sc2ccccc2NC1=O (stereo not drawn)	-0.2	7	-1	2	2.1	-13	0.83	-18	2
Cc1cc(C)c(OCC(=O)OCCNC(=O)c2cccnc2)c(C)c1	0.7	11	2	2	0.7	-14	0.23	-6	-12
COCc1cc(C)nc(N2CCCCC2)c1C#N	0.1	14	4	-262	0.0	-29[20 µM]	0.66	-20	3
CCOC(=O)c1nnn(-c2nc(N3CCCC3)nc(N3CCCC3)n2)c1-c1ccccc1	0.7	3	4	-24	-0.2	-22	x	-15	-1
CCCC(CCC)C(=O)Nc1ccc2c(c1)N(C(=O)CN1CCN(C)CC1)c1ccccc1CC2	1.1	-5	6	-24	5.4	-1	-0.41	-24	13
CC(=O)c1c(C)nc(-c2ccccc2)nc1NC(=O)C(C)C	0.6	-36	-1	-3	1.8	-9[20 µM]	x	-20	4
Cc1cc(N/C(=N/S(=O)(=O)c2ccc(F)cc2)c2ccccc2)n(-c2ccccc2)n1	-0.4	19	-2	-37	-2.0	-41	-1.4	3	3
CC1(C)NC(=O)N(CC(=O)OCC(=O)Nc2cc(S(=O)(=O)N3CCCCCC3)ccc2Cl)C1=O	0.4	4	-2	-6	0.6	-25	0.75	-1	-2
C=CCn1c(-c2ccncc2)n[nH]c1=S	0.9	1	5	19	-0.1	0	0.041	-11	-9
Cc1nnsc1SC(C)C(=O)O (stereo not drawn)	0.5	3	2	-23	0.1	-4	-1.5	-7	-5
O=C(CSc1nnc2c3ccccc3c3ccccc3c2n1)Nc1ccccc1F	1.1	17	11	-41	0.0	-12[20 µM]	-0.66	-12	10
Cc1cc(C)cc(OCc2nc(-c3cccnc3)no2)c1	-1.6	x	-4	-29	-2.9	-26	1.2	4	12
CC(C)NC(=O)NC(=O)CSc1ccccc1F	0.7	0	0	13	0.7	-21	1.4	-11	0
CCc1ccc(CC2S/C(=C(\C#N)C(C)=O)NC2=O)cc1 (stereo not drawn)	1.3	11	-21	10	5.0	-17[20 µM]	-0.6	-4	4
Cc1cccn2c1nc(=S)n2C(=O)c1ccco1	0.1	28	-58	19	1.1	-1	1.1	-12	3

Compound profiles, as listed above. Order of values: TRPML3 agonist	PPC-1+TRAIL kill	Tb hexokinase	m-calpain inh	TRPN1 ag	Furin inhibitor	KCC2 mod	EBV gp42 inh	thrombin 1536
`Cc1cc(C)c2[nH]c(=O)c(C(c3nnnn3C(C)(C)C)N3CCN(C(=O)c4ccco4)CC3)cc2c1` (stereo not drawn) is listed as -0.5	18	-12	-79	-0.3	-26	0.13	-7	-2
`NC1=NC(=O)C2(COC(c3ccncc3)OC2)S1` (stereo not drawn) is listed as 0.5	-3	-2	-6	0.2	-23	0.46	-11	1

KCC2 mod: what is marked active above
mol	TRPML3 agonist	Tb hexokinase	m-calpain inh	Furin inhibitor	KCC2 mod	EBV gp42 inh	thrombin 1536
O=C(COc1ccccc1)NNC(=S)NC(=O)c1ccc(Cl)cc1Cl	0.8	4	-51	-21[20 µM]	22*	0	-2

Later entries.
SMILES	TRPML3 agonist	PPC-1+TRAIL kill	Tb hexokinase	m-calpain inh	TRPN1 ag	Furin inhibitor	KCC2 mod	EBV gp42 inh	thrombin 1536
Cc1cc(F)ccc1S(=O)(=O)Nc1ncnc2scc(-c3ccc(F)cc3)c12	1.4	6	35	38	1.6	1	-1.2	10	-7
O=C(OCC(=O)N(C1CCCCC1)C1CCCCC1)c1ccco1	0.6	1	-13	-1	-0.8	-21[20 µM]	0.024	0	5
CN(CCOc1cccc(C(F)(F)F)c1)Cc1ccccc1	0.2	33	-1	-8	-1.6	-35	-0.094	-12	2
CC(c1ccccc1)C1CC(=O)N(CC(=O)O)C1=O (stereo not drawn)	1.6	0	3	7	1.9	-7[20 µM]	x	-10	-4
COc1cc(C(=O)Nc2cc(C(F)(F)F)ccc2-n2cncn2)cc(OC)c1OC	1.6	-4	2	-5	0.9	-17	-0.23	0	-4
C/C(Cc1ccccc1)=N\NC(=O)C1CCCCC1	0.7	-11	-1	10	0.3	-19	-0.16	-4	-1
O=S(=O)(Nc1ccc(N2CCCCC2)cc1)c1ccccc1	-0.1	9	-5	0	0.2	-9	0.17	-13	-5

Rewritten with two lines to a compound: entries from further up.
The line under a structure holds: TRPML3 agonist	PPC-1+TRAIL kill	Tb hexokinase	m-calpain inh	TRPN1 ag	Furin inhibitor	KCC2 mod	EBV gp42 inh	thrombin 1536
- O=S(=O)(Nc1ccc(N2CCCCC2)cc1)c1ccccc1
 : -0.1	9	-5	0	0.2	-9	0.17	-13	-5
- CC(c1ccccc1)C1CC(=O)N(CC(=O)O)C1=O (stereo not drawn)
 : 1.6	0	3	7	1.9	-7[20 µM]	x	-10	-4
- COc1cc(C(=O)Nc2cc(C(F)(F)F)ccc2-n2cncn2)cc(OC)c1OC
 : 1.6	-4	2	-5	0.9	-17	-0.23	0	-4
- O=C(OCC(=O)N(C1CCCCC1)C1CCCCC1)c1ccco1
 : 0.6	1	-13	-1	-0.8	-21[20 µM]	0.024	0	5
- Cc1cc(F)ccc1S(=O)(=O)Nc1ncnc2scc(-c3ccc(F)cc3)c12
 : 1.4	6	35	38	1.6	1	-1.2	10	-7

Compounds as they come; any-hit rate near 3.6%.
